TEAD-YAP inh = TEAD-YAP interaction inhibition; AID 1259422; inhibition, % at 9.12 µM; HEK-TIYL cells, TEAD-Gal4/YAP UAS-luciferase luminescence; 640,000 compounds, 1.4% hits; in the data active = inhibition above about 32%;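 note: 0% = median of test compound wells and 100% = reference inhibitor wells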
MITF primary = inhibitors of human MITF; AlphaScreen MITF homodimerization, bead proximity signal; inhibition, % at 2.6 µM; 650,000 compounds, 0.91% hits; AID 1259374; in the data active = inhibition above about 50%;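 note: 0% = vehicle wells with protein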
FBW7 act = human FBW7 E3 ligase activation, primary screen. Q969H0. AlphaScreen FBW7–phospho-cyclin E peptide binding, activator screen. normalized activity (activation), % at 26.1 µM. 650,000 compounds, 0.13% hits. AID 1259310; in the data active = normalized activity above about 1.9%;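 note: purified mutant Fbw7 with reduced substrate affinity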
Target sequence (Q969H0 whole entry, looked up): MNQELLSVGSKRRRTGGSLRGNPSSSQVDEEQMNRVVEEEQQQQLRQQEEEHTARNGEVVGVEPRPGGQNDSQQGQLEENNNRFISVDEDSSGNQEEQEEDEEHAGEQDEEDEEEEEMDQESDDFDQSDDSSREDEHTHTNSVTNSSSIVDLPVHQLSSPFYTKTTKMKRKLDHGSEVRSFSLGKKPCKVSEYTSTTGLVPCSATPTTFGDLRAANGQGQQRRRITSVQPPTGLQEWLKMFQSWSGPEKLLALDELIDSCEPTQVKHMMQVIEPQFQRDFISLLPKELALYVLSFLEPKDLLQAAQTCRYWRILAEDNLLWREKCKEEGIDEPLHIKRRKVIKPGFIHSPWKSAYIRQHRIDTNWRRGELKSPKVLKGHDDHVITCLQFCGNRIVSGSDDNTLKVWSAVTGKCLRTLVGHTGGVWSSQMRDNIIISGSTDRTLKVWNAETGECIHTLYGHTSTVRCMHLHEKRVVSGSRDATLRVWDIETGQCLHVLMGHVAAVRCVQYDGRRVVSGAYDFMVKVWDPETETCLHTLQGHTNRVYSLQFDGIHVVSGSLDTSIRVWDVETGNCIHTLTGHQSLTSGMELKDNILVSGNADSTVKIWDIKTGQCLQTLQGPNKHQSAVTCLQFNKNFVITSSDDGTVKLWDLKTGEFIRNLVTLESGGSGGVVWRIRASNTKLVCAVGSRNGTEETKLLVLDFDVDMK
GPR151 activ = human GPR151 activation | PathHunter beta-arrestin GPR151 cells, luminescence | activation, % at 11.2 µM | 650,000 compounds, 1% hits; in the data active = activation above about 4.9%;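 note: 0% = median of compound wells and 100% = cells with positive control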
An asterisk follows results filed as active.

What do the screens show for `COc1cc(C2C3=C(CCCC3=O)NC3=C2C(=O)CCC3)cc(Cl)c1O`?
TEAD-YAP inh: 9; MITF primary: 7; FBW7 act: 0.0; GPR151 activ: 1.2

Results for O=C1/C(=C/c2ccc(-c3cccc(Cl)c3)o2)NC(=S)N1c1ccccc1 ?
TEAD-YAP inh: -3; MITF primary: 11; FBW7 act: -0.6; GPR151 activ: 0.7

Results for COCCOC(=O)C1=C(C)NC(C)=C(C(=O)OCCOC)C1c1cn(-c2ccccc2)nc1-c1ccc(F)cc1 ?
TEAD-YAP inh: 1; MITF primary: -3; FBW7 act: -0.1; GPR151 activ: -0.1

What do the screens show for `Clc1cncc(Cl)c1N/N=C/c1ccncc1`?
TEAD-YAP inh: 14; MITF primary: -4; FBW7 act: -0.2; GPR151 activ: -0.2

What do the screens show for `COc1cc(Cl)cc(/C=C(/C#N)c2ccc([N+](=O)[O-])cc2)c1O`?
TEAD-YAP inh: -3; MITF primary: -15; FBW7 act: -0.2; GPR151 activ: 0.1

How did CCOc1ccccc1/C=C1\N=C(c2cccc(Br)c2)OC1=O do in these assays?
TEAD-YAP inh: 8; MITF primary: 12; FBW7 act: 0.2; GPR151 activ: 0.2

What do the screens show for `COc1ccc2oc(=O)c(C(=O)NNC(=O)c3ccncc3)cc2c1`?
TEAD-YAP inh: -9; MITF primary: 13; FBW7 act: 0.6; GPR151 activ: -1.5

What do the screens show for `COc1nc(NCCCN2CCCC2=O)nc(-c2ccc(C(N)=O)cc2)n1`?
TEAD-YAP inh: -7; MITF primary: 25; FBW7 act: 0.5; GPR151 activ: 8.5*

What do the screens show for `COc1ccccc1NC(=S)NCc1ccccc1`?
TEAD-YAP inh: -5; MITF primary: -13; FBW7 act: -0.3; GPR151 activ: 0.3

What do the screens show for `CC1(c2ccc3c(c2)OCCCO3)NC(=O)NC1=O` (stereo not drawn)?
TEAD-YAP inh: -8; MITF primary: 9; FBW7 act: 0.0; GPR151 activ: -0.5

What do the screens show for `CNc1nc(N/N=C/c2ccc([N+](=O)[O-])cc2)nc(Nc2ccccc2)n1`?
TEAD-YAP inh: 18; MITF primary: -4; FBW7 act: -0.1; GPR151 activ: -1.0

How did c1cnn(-c2cc(N3CCOCC3)ncn2)c1 do in these assays?
TEAD-YAP inh: -4; MITF primary: 10; FBW7 act: -0.1; GPR151 activ: 4.1

Results for COC1=CC(=O)C=C(OC)C1=O ?
TEAD-YAP inh: 55*; MITF primary: 5; FBW7 act: -0.1; GPR151 activ: 0.6

Results for COC(=O)C1=C(C)N(CC2CC2)C(=O)N[C@H]1CCc1ccccc1 ?
MITF primary: 2; FBW7 act: 0.3; GPR151 activ: 0.9

Results for O=C(c1cnn2c1NC(c1ccc(Br)cc1)CC2C(F)(F)F)N1CCCCC1 (stereo not drawn) ?
TEAD-YAP inh: 6; MITF primary: -7; FBW7 act: 0.7; GPR151 activ: -0.5

What do the screens show for `CCCCCOc1ccc(C(=O)NCCC(=O)O)cc1`?
TEAD-YAP inh: 5; MITF primary: 18; FBW7 act: 0.3; GPR151 activ: 2.1

What do the screens show for `O=c1oc(-c2ccccc2[N+](=O)[O-])nc2ccc(I)cc12`?
TEAD-YAP inh: 14; MITF primary: 10; FBW7 act: 0.3; GPR151 activ: -1.1

What do the screens show for `CCCNc1cc(Nc2ccncn2)ncn1`?
TEAD-YAP inh: -6; MITF primary: -4; FBW7 act: 0.0; GPR151 activ: -0.5

Results for CSc1cccc2sc(Nc3nc(C)c(C(C)=O)s3)nc12 ?
TEAD-YAP inh: -4; MITF primary: 6; FBW7 act: 0.1; GPR151 activ: -1.1

What do the screens show for `Cc1ccc(CSc2nnc3c(n2)OC(c2ccc(C)s2)Nc2ccccc2-3)cc1` (stereo not drawn)?
TEAD-YAP inh: 4; MITF primary: -1; FBW7 act: 0.0; GPR151 activ: -0.2

How did CCOC(=O)c1sc(NC(=O)c2cccc(C)c2)c(C#N)c1C do in these assays?
TEAD-YAP inh: -2; MITF primary: 13; FBW7 act: 0.0; GPR151 activ: -0.3

How did CS(=O)(=O)Nc1cccc(-c2cnn3c(N4CCOCC4)ccnc23)c1 do in these assays?
TEAD-YAP inh: -1; MITF primary: 4; FBW7 act: 2.0*; GPR151 activ: -1.6

How did CCOC(=O)C1=C(C)NC2=C(C(=O)CC(c3ccccc3)C2)C1c1ccc(Cl)cc1 (stereo not drawn) do in these assays?
TEAD-YAP inh: 13; MITF primary: 10; FBW7 act: 0.5; GPR151 activ: 1.0

How did O=C(NCc1ccccc1)c1n[nH]nc1-c1ccccc1O do in these assays?
TEAD-YAP inh: -29; MITF primary: 12; FBW7 act: 0.1; GPR151 activ: -0.1

Results for O=C(CC1Nc2ccccc2NC1=O)Nc1ccccc1SC(F)(F)F (stereo not drawn) ?
TEAD-YAP inh: -12; MITF primary: 17; FBW7 act: 0.8; GPR151 activ: 1.9

What do the screens show for `O=C(O)c1ccc2c(c1)C(=O)N(c1ccc(Cl)cc1)C2=O`?
TEAD-YAP inh: 25; MITF primary: -27; FBW7 act: 0.5; GPR151 activ: -0.2

Results for COc1ccc(-c2cc(C(=O)OCC(N)=O)c3ccccc3n2)cc1OC ?
TEAD-YAP inh: -14; MITF primary: 1; FBW7 act: -0.1; GPR151 activ: -1.1

How did O=C(Nc1nnc(S(=O)(=O)N2CCOCC2)s1)c1ccccc1Br do in these assays?
TEAD-YAP inh: 3; MITF primary: 4; FBW7 act: -0.1; GPR151 activ: 0.0

What do the screens show for `CCCC12CN3CC(C)(CN(C1)C3c1ccc3c(c1)OCO3)C2=O` (stereo not drawn)?
TEAD-YAP inh: 4; MITF primary: 16; FBW7 act: 0.1; GPR151 activ: 1.3

Results for CCOc1ccccc1C(=O)Nc1nnc(SCC(=O)c2ccccc2)s1 ?
TEAD-YAP inh: 5; MITF primary: -8; FBW7 act: 0.2; GPR151 activ: -1.6

Results for CCCNC(=O)Cn1nnc(-c2cccnc2)n1 ?
TEAD-YAP inh: 1; MITF primary: 7; FBW7 act: -0.1; GPR151 activ: -0.1

What do the screens show for `COc1ccc(C2/C(=C(\O)c3ccc(Br)cc3)C(=O)C(=O)N2c2cccc(C(F)(F)F)c2)cc1` (stereo not drawn)?
TEAD-YAP inh: 9; MITF primary: 0; FBW7 act: 0.0; GPR151 activ: 0.1

What do the screens show for `COc1ccc(CCNC(=S)n2cc(C)cn2)cc1OC`?
TEAD-YAP inh: 11; MITF primary: 1; FBW7 act: 0.4; GPR151 activ: 0.8

How did COc1ccc2cc(C(C)NC3CCN(c4ccc(C(=O)N(C)C)cc4)CC3)ccc2c1 (stereo not drawn) do in these assays?
TEAD-YAP inh: -8; MITF primary: 2; FBW7 act: -0.2; GPR151 activ: 0.1

How did CC(=O)N1CCN(c2cc(C)c([N+](=O)[O-])cc2F)CC1 do in these assays?
TEAD-YAP inh: 3; MITF primary: -1; FBW7 act: 0.0; GPR151 activ: -0.1

What do the screens show for `O=Cc1ccc(N2CCN(Cc3ccccc3)CC2)c([N+](=O)[O-])c1`?
TEAD-YAP inh: 1; MITF primary: 25; FBW7 act: -0.1; GPR151 activ: -0.8

Results for COc1ccc(OC)c(NC(=O)c2sc3ncn(CC(=O)Nc4ccc(C(C)C)cc4)c(=O)c3c2C)c1 ?
TEAD-YAP inh: -7; MITF primary: 5; FBW7 act: 0.5; GPR151 activ: -1.7

What do the screens show for `Cc1cccc(N2C(=O)c3ccc(C(=O)OC4CCCCC4)cc3C2=O)c1`?
TEAD-YAP inh: -15; MITF primary: -6; FBW7 act: -0.1; GPR151 activ: -0.9

Results for O=C(Cc1cccs1)N1CCCC(CNS(=O)(=O)Cc2ccccc2)C1 (stereo not drawn) ?
TEAD-YAP inh: 8; MITF primary: 10; FBW7 act: 0.1; GPR151 activ: -1.0

Results for CS(=O)(=O)N(CC(=O)Nc1cccc(F)c1)c1ccc(Cl)c(C(F)(F)F)c1 ?
TEAD-YAP inh: 2; MITF primary: 12; FBW7 act: 0.1; GPR151 activ: -0.3

Results for Cc1cc([N+](=O)[O-])ccc1NC(=O)C1CC(=O)OC12CCCCC2 (stereo not drawn) ?
TEAD-YAP inh: 0; MITF primary: -10; FBW7 act: 0.3; GPR151 activ: -0.3

Results for Cc1ccc(O)c(NC(=O)c2nn3c(c2Cl)NC(c2cccs2)CC3C(F)(F)F)c1 (stereo not drawn) ?
TEAD-YAP inh: -9; MITF primary: 0; FBW7 act: -0.1; GPR151 activ: 0.9

How did O=c1cc(-c2ccccc2)nc2nc(COc3ccccc3)[nH]n12 do in these assays?
TEAD-YAP inh: 7; MITF primary: 5; FBW7 act: 1.1; GPR151 activ: 0.4

How did C=CCN1C(=O)C(CC(=O)Nc2ccccc2F)S/C1=N\c1nccs1 (stereo not drawn) do in these assays?
TEAD-YAP inh: -15; MITF primary: 0; FBW7 act: -0.2; GPR151 activ: -0.5

What do the screens show for `Cc1ccc2nc(-c3ccccc3)cc(C(=O)Nc3ccc(C)c(Cl)c3)c2c1`?
TEAD-YAP inh: -5; MITF primary: 1; FBW7 act: -0.1; GPR151 activ: 0.2

Results for Cc1nnc(NC(=O)Nc2ccccc2)nc1C ?
TEAD-YAP inh: -46; MITF primary: -4; FBW7 act: 0.0; GPR151 activ: -3.0

How did C1=C(c2cccs2)Nc2ncnn2C1c1ccccc1 (stereo not drawn) do in these assays?
TEAD-YAP inh: 0; MITF primary: 2; FBW7 act: -0.2; GPR151 activ: 1.4

Results for O=C(CSc1nnnn1-c1ccccc1)Nc1cccc(C(F)(F)F)c1 ?
TEAD-YAP inh: 8; MITF primary: 6; FBW7 act: -0.1; GPR151 activ: -0.3

Results for Cc1nn(CCCC(=O)Nc2cccc(O)c2)c(C)c1[N+](=O)[O-] ?
TEAD-YAP inh: -3; MITF primary: -2; FBW7 act: -0.3; GPR151 activ: 0.1

How did O=[N+]([O-])c1ccc(NCCNS(=O)(=O)c2ccccc2)cc1 do in these assays?
TEAD-YAP inh: 9; MITF primary: 17; FBW7 act: -0.1; GPR151 activ: 2.3

As a short view, 5 of the compounds above:
Results for Cc1nnc(NC(=O)Nc2ccccc2)nc1C ?
TEAD-YAP inh: -46; MITF primary: -4; FBW7 act: 0.0; GPR151 activ: -3.0

How did C1=C(c2cccs2)Nc2ncnn2C1c1ccccc1 (stereo not drawn) do in these assays?
TEAD-YAP inh: 0; MITF primary: 2; FBW7 act: -0.2; GPR151 activ: 1.4

Results for O=C(CSc1nnnn1-c1ccccc1)Nc1cccc(C(F)(F)F)c1 ?
TEAD-YAP inh: 8; MITF primary: 6; FBW7 act: -0.1; GPR151 activ: -0.3

Results for Cc1nn(CCCC(=O)Nc2cccc(O)c2)c(C)c1[N+](=O)[O-] ?
TEAD-YAP inh: -3; MITF primary: -2; FBW7 act: -0.3; GPR151 activ: 0.1

How did O=[N+]([O-])c1ccc(NCCNS(=O)(=O)c2ccccc2)cc1 do in these assays?
TEAD-YAP inh: 9; MITF primary: 17; FBW7 act: -0.1; GPR151 activ: 2.3

The main list resumes; the 3 compounds before the break are reprinted first.
Results for O=C(CSc1nnnn1-c1ccccc1)Nc1cccc(C(F)(F)F)c1 ?
TEAD-YAP inh: 8; MITF primary: 6; FBW7 act: -0.1; GPR151 activ: -0.3

Results for Cc1nn(CCCC(=O)Nc2cccc(O)c2)c(C)c1[N+](=O)[O-] ?
TEAD-YAP inh: -3; MITF primary: -2; FBW7 act: -0.3; GPR151 activ: 0.1

How did O=[N+]([O-])c1ccc(NCCNS(=O)(=O)c2ccccc2)cc1 do in these assays?
TEAD-YAP inh: 9; MITF primary: 17; FBW7 act: -0.1; GPR151 activ: 2.3

Results for N#C/C(=C/c1c[nH]c2ccccc12)c1ccc2c(c1)OCO2 ?
TEAD-YAP inh: -3; MITF primary: 13; FBW7 act: 0.2; GPR151 activ: 2.9

What do the screens show for `C#Cc1ccc(CN2CCN(Cc3ccc(C)o3)C(CCO)C2)cc1` (stereo not drawn)?
TEAD-YAP inh: 1; MITF primary: -3; FBW7 act: -0.1; GPR151 activ: 0.4

What do the screens show for `CCOC(=O)C1=C(c2ccccc2)NC(=O)NC1c1cc(O)ccc1Br` (stereo not drawn)?
TEAD-YAP inh: 7; MITF primary: 18; FBW7 act: 0.1; GPR151 activ: -0.6

What do the screens show for `Fc1ccc(CN2CCN(C3CC4CCC3C4)CC2)cc1` (stereo not drawn)?
TEAD-YAP inh: -10; MITF primary: 79*; FBW7 act: -0.1; GPR151 activ: 0.5

What do the screens show for `COc1ccc(C(=O)NC(=S)Nc2ccc(C)cc2O)cc1OC`?
TEAD-YAP inh: -4; MITF primary: 0; FBW7 act: -0.3; GPR151 activ: 2.2

Results for CCOc1ccc(CN(C)S(=O)(=O)c2ccc(OC)c(Br)c2)cc1 ?
TEAD-YAP inh: 3; MITF primary: 11; FBW7 act: 0.1; GPR151 activ: 0.4

How did Cc1n[nH]c(C)c1Nc1cnn(C23CC4CC(CC(C4)C2)C3)c(=O)c1Cl do in these assays?
TEAD-YAP inh: -2; MITF primary: 9; FBW7 act: 0.0; GPR151 activ: -0.4

Results for CC(=O)N(c1ccccc1)c1nc(CSc2nnc(NC(C)C)s2)cs1 ?
TEAD-YAP inh: -11; MITF primary: 1; FBW7 act: 0.0; GPR151 activ: -1.8

Results for CC(C)NC(=O)c1noc(C(C)C)c1[N+](=O)[O-] ?
TEAD-YAP inh: -11; MITF primary: 0; FBW7 act: 0.0; GPR151 activ: 0.6

How did O=C(c1ccccc1)N1N=C2c3ccccc3S(=O)(=O)N2C1N1CCCCC1 (stereo not drawn) do in these assays?
TEAD-YAP inh: 0; MITF primary: 6; FBW7 act: 0.0; GPR151 activ: -0.1
